Assay outcomes (PubChem)
CHO-K1 Ca antag: M1 antagonist counterscreen hit in parental CHO-K1 cells; ATP-induced calcium, Fluo-8 fluorescence; inhibition, % at 3 µM; 360,000 tested, 0.6% active; AID 602250;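 active = inhibition above a per-plate cutoff, the plate's mean sample inhibition plus 3 SD, cut at about 24% in these data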;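 note: 0% = DMSO plus EC80 ATP and 100% = DMSO alone without ATP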
TAAR1 antag: human TAAR1 antagonists, primary screen, Fluo-8 calcium fluorescence, CHO RD-HGA16 cells; 360,000 tested, 1.5% active; inhibition, % at 3 µM; antagonist; Trace amine-associated receptor 1 (Homo sapiens), Q96RJ0;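 active = inhibition above a per-plate cutoff, the mean inhibition of test compounds on that plate plus 3 SD, cut at about 49% in these data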;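 note: 0% = DMSO plus EC80 beta-PEA response and 100% = DMSO alone without agonist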
Target sequence (Q96RJ0 whole entry, looked up): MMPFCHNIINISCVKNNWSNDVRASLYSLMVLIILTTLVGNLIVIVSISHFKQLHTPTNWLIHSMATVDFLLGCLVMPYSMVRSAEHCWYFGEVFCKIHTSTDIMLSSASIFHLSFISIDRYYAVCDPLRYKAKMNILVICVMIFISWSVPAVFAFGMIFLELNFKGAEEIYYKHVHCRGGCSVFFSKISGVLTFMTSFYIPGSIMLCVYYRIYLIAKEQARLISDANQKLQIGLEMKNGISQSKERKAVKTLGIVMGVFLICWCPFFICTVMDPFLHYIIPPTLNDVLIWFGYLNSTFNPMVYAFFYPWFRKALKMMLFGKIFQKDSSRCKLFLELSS
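Test system: CHO RD-HGA16 cells bearing hTAAR1 | Reagent: β-PEA, EC80 | Compound dosing: 3 µM, single point | Schedule: Dye loading 75 min at 37 °C, then 30 min room temperature | Signal: Calcium fluorescence with Fluo-8 | Evaluation: Percent inhibition of PEA-evoked calcium signal, max/basal emission ratio | Control set: DMSO-only wells and EC80 β-PEA-stimulated wells | Repeats: Singlicate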
CHO parental Ca: ATP-evoked calcium signal inhibitors, parental CHO, primary screen, counter-screen for OX1R antagonist project, cell-based, fluorescence, Fluo-8 calcium dye. parental CHO-K1, ATP-induced calcium, Fluo-8 fluorescence. inhibition, % at 5.6 µM. 330,000 tested, 0.63% active. AID 463079, 2010;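 active = inhibition above that plate's mean sample inhibition plus 3 SD, cut at about 26% in these data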;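 note: 0% = ATP-challenged DMSO wells and 100% = DMSO wells without ATP; some compounds past the cut are filed as inactive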
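Test system: untransfected parental CHO cell line. Compound: one dose, 5.6 µM nominal. Detection: intracellular calcium via Fluo-8 no-wash fluorescent dye. Measure: % inhibition. Benchmarks: ATP-challenged DMSO wells low, unchallenged DMSO wells high.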
M1 PAM parental: nonselective calcium activators in parental CHO-K1 cells, primary screen, counter-screen for M1 PAM project, cell-based, Fluo-8 calcium fluorescence, full deck, 1536-well; ATP EC20; 0% at ATP EC20, 100% at ATP max; activation, % at 3 µM; 360,000 tested, 0.02% active; AID 602247, 2012;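 active = activation above the run cutoff, the mean activation of all test compounds plus 3 SD, cut at about 40% in these data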;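 note: peak over basal fluorescence ratio in a 140 s read after ATP addition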
OXTR potentiator: human OXTR potentiators, primary screen, fluorescence, CHO-OTR cells, Fluo-8 calcium; Oxytocin receptor (Homo sapiens), P30559; Fluo-8 calcium fluorescence, potentiator mode; 0% = oxytocin EC15, 100% = EC100; activation, % at 3 µM; 320,000 tested, 0.061% active; AID 2445, 2010;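 active = activation above that plate's cutoff, the mean activation of tested compounds plus 3 SD, cut at about 6.6% in these data, passing the limit was not always enough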;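 note: 100% uses oxytocin at 75 nM as the full agonist control; some results filed as inactive read as strong as hits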
Target sequence (P30559 whole entry, looked up): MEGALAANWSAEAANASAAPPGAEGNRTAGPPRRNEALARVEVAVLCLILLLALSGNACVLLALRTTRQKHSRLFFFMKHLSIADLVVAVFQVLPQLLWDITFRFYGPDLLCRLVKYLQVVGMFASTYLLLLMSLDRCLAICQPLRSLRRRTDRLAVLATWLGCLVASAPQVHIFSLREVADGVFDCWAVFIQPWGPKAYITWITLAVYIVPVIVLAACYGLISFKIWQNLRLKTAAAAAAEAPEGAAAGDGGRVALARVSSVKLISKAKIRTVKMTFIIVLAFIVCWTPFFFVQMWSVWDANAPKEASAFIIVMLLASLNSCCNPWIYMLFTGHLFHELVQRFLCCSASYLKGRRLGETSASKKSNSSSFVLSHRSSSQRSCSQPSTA
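test system = CHO-OTR cells, human receptor | compound = single-point 3.0 µM | schedule = 6 min compound pre-incubation at room temperature, 100 s kinetic read | signal = Fluo-8 no-wash calcium dye fluorescence, excitation 470-495 nm, emission 515-575 nm | repeats = single well per compound, singlicate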
CHRM1 agonist: human M1 muscarinic receptor agonists, primary screen, Fluo-8 calcium fluorescence, CHO-K1 cells, HTS | Muscarinic acetylcholine receptor M1 (Homo sapiens), P11229 | CHO-K1 hM1, agonist mode; 0% DMSO, 100% acetylcholine EC100 | activation, % at 3 µM | 360,000 tested, 0.33% active | AID 588814, 2011;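 active = activation above the run's mean compound activation plus 3 SD, cut at about 16% in these data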;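 note: peak over basal fluorescence ratio within a 140 s kinetic read after compound addition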
V1R ag counter: agonists of human V1a receptor, primary screen, counter-screen for OXTR agonist project, fluorescence, CHO-V1R cells | Vasopressin V1a receptor (Homo sapiens), P37288 | AID 2797, 2010 | Fluo-8 calcium fluorescence, agonist mode; 0% DMSO, 100% 3 nM vasopressin | activation, % at 3 µM | 320,000 tested, 0.25% active;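 active = activation above the mean activation of all tested compounds plus 3 SD, per screening run, cut at about 20% in these data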;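 note: signal is peak over basal fluorescence ratio across a 100 second FLIPR read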
TAAR1 agonist: human TAAR1 agonists, primary screen, Fluo-8 calcium fluorescence, CHO RD-HGA16 cells; Trace amine-associated receptor 1 (Homo sapiens), Q96RJ0; vehicle wells 0%, saturating PEA agonist 100%; activation, % at 3 µM; 360,000 tested, 0.99% active;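 active = activation above the mean activation of all test compounds in the run plus 3 SD, cut at about 38% in these data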
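System: CHO-derived RD-HGA16 cells with stable Gα16 and human TAAR1. Times: 17-24 h plating, Fluo-8 75 min 37 °C, 30 min RT. Measured by: calcium-sensitive Fluo-8 signal, excitation 470-495, emission 515-575 nm. Read-out basis: % activation relative to PEA EC100 response. Control set: DMSO and PEA EC100. Repeats: no replicates (n 1).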
CHO-K1 Ca ag: counter-screen for M1 agonists: effect in parental CHO-K1 cells; activation, % at 3 µM; Fluo-8 calcium fluorescence; scaled to maximal ATP response, vehicle zero; AID 602248, 2012; 360,000 tested, 0.48% active; in the data active = activation above about 15%;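 note: untransfected CHO-K1 host cells lacking M1 receptor as counterscreen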
Starred values were filed as active, the others as inactive; nt = not tested or not shown.

#	structure	CHO-K1 Ca antag	TAAR1 antag	CHO parental Ca	M1 PAM parental	OXTR potentiator	CHRM1 agonist	V1R ag counter	TAAR1 agonist	CHO-K1 Ca ag
1	Cc1ccc(NC(=O)CSc2nnc(-c3ccc(S(=O)(=O)N4CCCC4)cc3)o2)cc1C	-19	-7	-16	17	-4	-2	-0.3	4	0.3
2	CCCCNC(=S)N(CCN(CC)CC)Cc1cc2cc3c(cc2[nH]c1=O)OCCO3	-14	-9	-12	21	-6	-9	-0.7	7	1.4
3	Cc1nc(-c2ccc(F)cc2)c(CC(=O)Nc2cccc(S(=O)(=O)N3CCOCC3)c2)s1	-3	-15	-18	8	4	-4	-0.2	-1	0.5
4	COc1ccc(-c2cc(C(=O)Nc3cnn(Cc4ccccc4C)c3)no2)cc1OC	-13	nt	-7	12	-7	-4	0.8	nt	0.3
5	CCOc1ccc(NS(=O)(=O)c2ccc(NC(C)=O)c(OC)c2)cc1	-2	8	-15	11	-8	-4	0.6	10	0.1
6	S=C(Cc1ccccc1)NCCc1ccccc1	-12	2	-4	7	-11	-7	-0.9	12	-1.0
7	C/C(=N\OC(=O)c1ccccc1)c1cc(-c2ccc(Cl)cc2)no1	-9	-10	-13	9	-12	0	0.9	3	0.1
8	Cc1ccc(-c2ccc(SCC(=O)c3ccccc3)nn2)cc1	-8	-12	-24	-3	-4	-3	-1.4	-1	0.1
9	O=[N+]([O-])c1cc2c(c3cccnc13)COCO2	2	-17	nt	-13	nt	-1	nt	2	-0.4
10	Cc1cc(C)nc(SCC2COc3ccccc3O2)n1 (centres undefined)	5	-17	0	5	-2	-3	-1.4	9	0.7
11	Cc1nc(NC(=O)c2ccc(Br)o2)sc1C	-8	13	-9	13	-3	-4	-0.7	2	0.3
12	OCCC1CN(Cc2ccc3c(c2)CCO3)CCN1C1CCCC1 (centres undefined)	-13	-15	-12	19	-3	-4	0.0	3	1.0
13	Cc1ccc(NC(=O)CSc2nnc([C@H](C)NC(=O)OC(C)(C)C)o2)c(C)c1	-4	-14	-3	-5	3	-1	0.9	-1	2.1
14	COc1ccc(-c2csc(NC(=O)c3ccoc3C)n2)cc1	2	-18	-21	24	7	-6	-1.1	-2	0.4
15	NC(=O)C1CCN(c2oc(-c3ccccc3F)nc2S(=O)(=O)c2ccc(Cl)cc2)CC1	8	17	-21	5	1	-2	-0.3	1	-0.4
16	COCCNC(=O)c1cn(C)c2ccc(S(=O)(=O)N(C)C3CCCCC3)cc2c1=O	-1	9	-8	19	-5	-6	1.0	3	1.5
17	Cc1c(C(=O)N2CCOCC2)c(S(=O)(=O)Nc2ccccc2F)c(C)n1C	-18	-13	-3	9	-3	-2	0.0	0	3.6
18	Cc1cc2cc(CN(CCN3CCOCC3)C(=O)Nc3ccccc3F)c(=O)[nH]c2cc1C	-7	15	-20	14	-2	-2	2.2	9	0.8
19	O=S(=O)(c1ccccc1)c1cnc(-c2cccnc2)nc1-c1ccc(Cl)c(Cl)c1	5	-16	-1	-4	-4	-3	0.3	8	-0.2
20	CCOc1ccc(Nc2nc3c(c(=O)[nH]2)CCC3)cc1	16	6	-11	12	-3	-2	-0.8	7	0.2
21	O=S(=O)(Nc1cccnc1)c1cc(Cl)ccc1Cl	-7	-3	-7	18	-5	-5	0.3	8	1.2
22	CC[C@@]1(C(=O)OC)N[C@H](CN(C)S(=O)(=O)c2ccccc2)[C@@H]2C(=O)N(C)C(=O)[C@@H]21	-8	-2	-9	5	2	-1	0.9	2	0.1
23	CC(C)Cn1c(N)c(C(=O)COC(=O)[C@@H]2CCCN2C(=O)c2cccs2)c(=O)n(C)c1=O	-3	33	2	12	-5	-2	1.1	16	7.8
24	Cc1ccc2oc(-c3cccc(NC(=O)c4ccccn4)c3)nc2c1	-5	23	-4	4	-2	-2	-0.2	-1	1.2
25	CCOc1ccc(NC(=O)CN(C)C(=O)c2ccc3[nH]c4c(c3c2)CC(C)CC4)cc1OCC (centres undefined)	-4	-11	-20	1	-5	0	1.7	1	2.5
26	COc1cc(CN2CCNC(=O)C2CC(=O)NC2CCCCC2)cc(OC)c1 (centres undefined)	4	-1	-25	-11	-13	1	1.6	1	0.0
27	CCOC(=O)N1CCN(C(=O)c2ccccc2NC(=O)c2ccc(F)cc2)CC1	-7	-8	-5	4	-16	-6	0.2	2	-0.1
28	CCCCn1c(-c2ccccc2)cnc1SCC(=O)NCCc1ccc(OC)c(OC)c1	-8	16	-29	3	-3	-10	-1.0	-3	3.1
29	CS(=O)(=O)N(CC(=O)N1CCCC1)Cc1ccc(Cl)cc1	1	3	-2	15	0	-4	0.3	1	0.7
30	COc1cc(C(=O)NC2CCN(CC(=O)Nc3cccc(C)c3C)CC2)cc(OC)c1OC	-5	-30	-11	10	-2	-3	0.9	1	0.3

Entries by screen from the list.
Nos. 20 to 27 in CHO parental Ca: -11, -7, -9, 2, -4, -20, -25, -5

(next part)
#	structure	CHO-K1 Ca antag	TAAR1 antag	CHO parental Ca	M1 PAM parental	OXTR potentiator	CHRM1 agonist	V1R ag counter	TAAR1 agonist	CHO-K1 Ca ag
31	Cc1cc(C)c(NC(=O)CNC(=O)c2ccc3ncsc3c2)c(C)c1	-14	7	-7	4	-3	-3	1.0	7	0.3
32	CS(=O)c1nc(-c2ccc(Br)cc2)cc(-c2ccccc2)c1C#N (centres undefined)	16	70*	84*	-11	-8	2	1.1	-2	0.7
33	Cc1ccc(NC(=O)N2CCCC2C(=O)NCCc2ccccc2)cc1 (centres undefined)	4	1	nt	-1	nt	-3	nt	1	0.1
34	O=C(CCc1ccccc1)Nc1ccc(S(=O)(=O)N2CCOCC2)cc1	-20	-20	9	16	-1	0	1.4	7	2.6
35	CN(CC(=O)Nc1cccc(F)c1)C(=O)c1ccc(COc2ccccc2)o1	-2	-17	-15	-5	-11	0	0.2	1	1.0
36	O=C(Cc1ccc(S(=O)(=O)N2CCOCC2)s1)Nc1nc2c(s1)CCCC2	13	-18	-1	-2	3	-4	0.6	0	-0.3
37	COCP(=O)(c1ccccc1)c1ccccc1	-11	-15	-8	-8	-3	-2	0.7	3	0.3
38	CCN1CCN(c2ccc(S(=O)(=O)N3CCCCC3)cc2NC(=O)c2ccc([N+](=O)[O-])s2)CC1	1	-10	-16	-7	-7	-6	2.0	2	1.8
39	CN(C)CC(O)COc1cccc(OCC(O)CN(C)C)c1 (centres undefined)	-2	10	7	13	-8	-5	0.0	3	0.2
40	OCCCc1ccc(O)c(O)c1	-6	-9	-7	14	0	-3	0.0	1	0.5
41	O=C(Nc1nnc(S(=O)(=O)Nc2ccccc2)s1)c1ccccc1Cl	0	2	-4	13	1	-1	0.0	0	0.6
42	CC(C)CCNC(=S)Nc1ccccc1F	-10	15	-1	20	-2	-8	0.7	9	0.5
43	CCCN(CCO)Cc1ccc(Br)cc1	-11	10	-2	19	-6	-9	0.5	6	0.2
44	CCCN(CC1CC1)C(=O)CCc1nnc(CCc2c[nH]c3ccccc23)o1	-4	11	-9	12	-1	-3	1.5	1	1.0
45	CC(Oc1ncnc2ccccc12)C(=O)Nc1cccc(S(=O)(=O)N2CCOCC2)c1 (centres undefined)	4	-18	-12	-3	-3	-6	0.6	1	1.8
46	O=C(CSc1nc2ccccc2s1)NNC(=S)Nc1ccc(Cl)cc1	2	8	-15	15	-7	3	0.4	3	12
47	CC(C)NC(=O)CSc1nc2ccccc2n1CC(=O)N(C(C)C)C(C)C	7	2	nt	2	nt	-2	nt	7	-0.6
48	N#Cc1c(N)n(CCOC(=O)c2cccc(Br)c2)c2nc3ccccc3nc12	9	5	-3	4	-6	7	4.6	14	0.7
49	COc1ccc(NC(=O)CSc2nc3ccccc3nc2N2CCOCC2)cc1	5	-11	-17	6	0	-5	-1.1	1	-0.1
50	COCCNC(=O)c1onc(CSc2ccc(C)c(C)c2)c1C(=O)O	-10	-1	-10	16	-17	-3	-0.3	11	-0.4
51	O=S(=O)(Nc1cc(Cl)ccc1-n1cncn1)c1ccccc1Cl	-7	-1	-6	9	-2	2	3.8	11	2.1
52	COc1ccc(-c2c(C#N)c(SCc3c(C)noc3C)nc3c2C(=O)CC(C)(C)C3)cc1	-3	-8	-9	2	-1	-1	-0.2	2	-0.3
53	CC(C)C12CN3CC(C(C)C)(CN(C1)C31C(=O)Nc3ccccc31)C2=O (centres undefined)	11	-11	1	7	-11	1	-0.6	18	0.3
54	N#C/C(=C(/O)c1ccc(Cl)c([N+](=O)[O-])c1)c1nc2ccccc2[nH]1	-8	2	7	-10	-6	2	7.5	11	5.5
55	O=C1CCC(=O)N1CC1CC2CCC1C2 (centres undefined)	-17	-1	-7	4	-2	-5	-0.8	6	0.1
56	COc1ccc(Br)cc1CN1CCCC(C(=O)N2CCCCC2)C1 (centres undefined)	7	12	-13	8	-16	-5	-0.6	4	0.9
57	Cc1cc(/C=C2/SC(=S)N(c3ccc([N+](=O)[O-])cc3)C2=O)c(C)n1-c1cccnc1	12	-8	8	15	-10	-2	8.5	7	10
58	Cc1cc(=O)oc2c3c4c(cc12)OCCN4CCC3	-9	-2	-4	3	-6	-3	1.6	13	1.0
59	O=C(Nc1ccc(NC(=O)C2CCCCC2)nc1)c1cccs1	1	22	-14	19	2	-7	0.6	8	2.1
60	COCCNC(=O)C(c1ccncc1)N(C(=O)c1sc(C)nc1C)c1cccc(C)c1 (centres undefined)	-7	-6	-16	-7	-18	-3	-1.5	10	-0.6
61	CCc1ccc2c(c1)C(C)=CC(C)(C)N2	-5	-2	-5	17	-6	-3	-0.8	15	-0.1
62	CCc1cccc(C)c1NC(=O)CN(C)Cc1ccccc1F	-6	-13	8	10	-4	-3	-0.8	-1	0.3
